Screens from PubChem BioAssay.
GPR151 ag = human GPR151 activation | PathHunter beta-arrestin GPR151 cells, luminescence | activation, % at 11.2 µM | hit rate 1% among 650,000 | AID 1508602; in the data active = activation above about 4.9%;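 also: 0% = median of compound wells and 100% = cells with positive control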
Target sequence (Q8TDV0 whole entry, looked up): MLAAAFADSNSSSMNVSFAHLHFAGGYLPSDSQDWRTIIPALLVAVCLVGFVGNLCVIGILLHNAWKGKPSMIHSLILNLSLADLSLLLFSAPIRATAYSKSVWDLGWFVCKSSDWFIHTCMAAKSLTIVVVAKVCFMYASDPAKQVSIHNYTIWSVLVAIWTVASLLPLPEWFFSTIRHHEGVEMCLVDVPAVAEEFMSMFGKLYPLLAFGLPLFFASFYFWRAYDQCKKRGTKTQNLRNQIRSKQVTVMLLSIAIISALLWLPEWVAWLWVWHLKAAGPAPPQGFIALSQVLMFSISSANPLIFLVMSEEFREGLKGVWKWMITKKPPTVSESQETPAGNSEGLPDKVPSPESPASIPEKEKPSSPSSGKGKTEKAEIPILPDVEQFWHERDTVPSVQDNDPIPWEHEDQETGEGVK
FBW7 act = activators of human E3 ligase FBW7 | Q969H0 | AlphaScreen FBW7–phospho-cyclin E peptide binding, activator screen | normalized activity (activation), % at 26.1 µM | hit rate 0.13% among 650,000; in the data active = normalized activity above about 1.9%;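 also: purified mutant Fbw7 with reduced substrate affinity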
MITF inh = inhibitors of human MITF | O75030 | AlphaScreen MITF homodimerization, bead proximity signal | inhibition, % at 2.6 µM | hit rate 0.91% among 650,000 | AID 1259374; in the data active = inhibition above about 50%;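 also: 0% = vehicle wells with protein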
Target sequence (O75030 whole entry, looked up): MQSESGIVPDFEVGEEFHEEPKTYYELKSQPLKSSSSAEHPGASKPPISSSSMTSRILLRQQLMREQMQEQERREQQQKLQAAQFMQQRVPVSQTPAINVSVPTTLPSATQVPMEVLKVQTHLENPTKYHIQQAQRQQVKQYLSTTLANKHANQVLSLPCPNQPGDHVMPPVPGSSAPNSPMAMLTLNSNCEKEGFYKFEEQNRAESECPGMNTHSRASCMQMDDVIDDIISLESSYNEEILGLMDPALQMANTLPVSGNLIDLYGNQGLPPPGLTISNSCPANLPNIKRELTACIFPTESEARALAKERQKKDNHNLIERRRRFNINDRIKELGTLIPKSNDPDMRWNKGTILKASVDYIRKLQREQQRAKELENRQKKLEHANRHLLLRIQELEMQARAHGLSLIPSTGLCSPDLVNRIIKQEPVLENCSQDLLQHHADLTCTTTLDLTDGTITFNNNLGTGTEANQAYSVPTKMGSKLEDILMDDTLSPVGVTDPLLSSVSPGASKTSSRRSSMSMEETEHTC
TEAD-YAP inh = TEAD-YAP interaction inhibition; hit rate 1.4% among 640,000; inhibition, % at 9.12 µM; HEK-TIYL cells, TEAD-Gal4/YAP UAS-luciferase luminescence; in the data active = inhibition above about 32%;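 also: 0% = median of test compound wells and 100% = reference inhibitor wells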
* hit, by the source's call. Hits appear at their usual frequency; any-hit rate near 3.5%.

SMILES | GPR151 ag | FBW7 act | MITF inh | TEAD-YAP inh
CC1(c2ccc(OC(F)F)cc2)NC(=O)N(CC(=O)Nc2cccc(F)c2)C1=O (stereo not given) | -0.3 | 0.3 | 10 | 10
NC(=O)c1cc(NC(=O)c2ccc([N+](=O)[O-])cc2)ccc1N1CCOCC1 | 1.4 | -0.1 | -7 | -10
COc1ccc(NC(c2ccccc2)C(F)(F)CO)cc1 (stereo not given) | -2.2 | 0.3 | -10 | -13
COc1cc(NC(C)=O)nc(OC)n1 | 3.0 | 0.1 | 6 | 1
CCN(CC)C(=O)C(=O)Nc1cc(C(F)(F)F)ccc1Cl | 0.0 | -0.1 | -4 | -4
CC1=C(C(=O)OCCOc2ccccc2)C(c2cccc(Oc3ccccc3)c2)C2=C(CC(C)(C)CC2=O)N1 (stereo not given) | -1.0 | 0.4 | 9 | -15
Cc1ccc(C2=NC(C(C)C)NC(c3ccccc3O)C2)cc1 (stereo not given) | -2.3 | 0.1 | 16 | -43
Cn1c(=O)c(=O)n(C)c2cc(S(=O)(=O)N3CCSc4ccccc43)ccc21 | -1.2 | 0.1 | 6 | -5
C=CCOc1ccc(Br)cc1CNC(C)C | -0.7 | -0.1 | 2 | -11
Cc1ccc(N(C)C(=O)CC(C)S(=O)(=O)c2cc3c(cc2C)NC(=O)CO3)cc1 (stereo not given) | -1.6 | -0.1 | 1 | -4
CN(C1CCCC1)S(=O)(=O)c1ccc(C(=O)Nc2cccc(Br)c2)cc1 | 0.5 | -0.4 | -9 | 2
COc1ccc(NC(=O)C(=O)NNC(=O)COc2ccc(Cl)cc2)c(OC)c1 | -1.1 | 0.2 | 9 | 9
CSc1ccccc1C(=O)Nc1cccc2nc(C)ccc12 | 1.9 | 0.1 | -2 | -12
CNS(=O)(=O)c1cc([N+](=O)[O-])ccc1C | -0.9 | 1.1 | 6 | -5
CCCNc1nc(Nc2ncccn2)nc2nc[nH]c12 | -1.8 | 0.0 | 9 | -1
Cc1cccc(-c2nnn3c2nc(NCC2CCCO2)c2ccccc23)c1 (stereo not given) | -0.6 | 0.2 | 16 | -13
Cc1ccnc2nc(C(=O)OCCOc3cccc(Cl)c3)nn12 | -0.9 | -0.2 | 7 | 3
COc1cc(Nc2nc(C(=O)Nc3ccccc3)cs2)cc(OC)c1OC | 2.7 | -0.1 | -1 | -13
CCOC(=O)N1CCN(C(=O)c2cc(Cc3ccc4c(c3)OCO4)no2)CC1 | 1.8 | 0.3 | 6 | -15
O=C(COc1ccc2ccc(=O)oc2c1)c1ccccc1Cl | 0.7 | -0.1 | 12 | -17
Nc1c(C(=O)NCc2ccc(F)cc2)nnn1Cc1cccc(F)c1 | -1.4 | 0.0 | 13 | 9
Cc1cccc(Nc2nc(=O)[nH]nc2C)c1C | -0.6 | -0.2 | -2 | -1
CCOC(=O)Cc1csc(/N=C/c2nc(-c3ccc([N+](=O)[O-])cc3)oc2O)n1 | -1.3 | 0.0 | 2 | -12
CCC(C)NC(=O)c1cc2c(s1)CSC2 (stereo not given) | -1.8 | 0.1 | 8 | 5
COc1ccc(N(CC(=O)N2CCCc3ccccc32)S(=O)(=O)c2ccccc2)cc1 | -1.0 | -0.1 | 0 | -6
COc1cccc(CN2CCN(Cc3ccccc3OC(F)F)CC2CCO)c1 (stereo not given) | -0.7 | -0.1 | 8 | -5
COC(=O)C1CCN(C(=O)CC2C(=O)NCCN2Cc2cc(OC)cc(OC)c2)CC1 (stereo not given) | -0.3 | 0.0 | 12 | 3
COc1ccc(OC)c(NC(=O)CNC(=O)c2nn(-c3ccc(OC)c(OC)c3)c(=O)c3ccccc23)c1 | 0.1 | -0.1 | -10 | 39*
CCOc1ccc(N=Cc2c(C)[nH]n(-c3cccc(Cl)c3)c2=O)cc1 | 0.1 | -0.1 | -4 | -27
CCOP(=O)(OCC)C(Nc1ccccn1)c1ccc(F)cc1 (stereo not given) | 0.3 | 0.0 | 16 | 2
C/C(=N\Nc1nc2ccccc2nc1C)c1cccnc1 | -1.4 | 0.0 | 15 | 20
COc1cc(OC)c([N+](=O)[O-])cc1/C=N/NC(=O)CNC(=O)c1ccc(OC)c(OC)c1 | 0.9 | 0.2 | 1 | 0
CN(CC(=O)Nc1ccc(Br)cc1)Cc1ccccc1 | 0.6 | 0.2 | 10 | 10
COc1ccc(C2=NN(C(=O)c3cccs3)C(c3cc4ccccc4nc3Cl)C2)cc1 (stereo not given) | 0.1 | 0.0 | 0 | 6
COc1ccc(CCNC(=O)c2cccc(-c3cccc(C(C)=O)c3)n2)cc1 | 2.3 | 0.0 | -1 | 11
FC(F)(F)c1cccc(-c2ccc(/C=N/Nc3nn[nH]n3)o2)c1 | 0.7 | -0.1 | 10 | 5
CCOc1ccccc1NC(=O)c1cc([N+](=O)[O-])ccc1N1CCN(CC)CC1 | 0.9 | -0.1 | 14 | 1
O=C(/C=C/c1ccc(F)cc1)NC1CCCC1 | 2.3 | 0.0 | 15 | -44
O=C(CN1CCC(C(=O)c2ccc3c(c2)OCCO3)CC1)NCc1ccccc1 | -1.0 | 0.2 | -4 | 8
CCOc1ccc(CNCc2c(C(=O)O)c(C)n(Cc3cccc(OC)c3)c2C)cc1 | 2.0 | 0.0 | 12 | 7
COCc1ccc(CN2CCC(C3(Cc4ccccc4Cl)NC(=O)NC3=O)CC2)o1 (stereo not given) | -0.1 | 0.0 | -16 | -9
O=C(Cc1n[nH]c(=O)c2ccccc12)N1CCC(n2nnc(-c3ccccc3)n2)CC1 | -0.8 | 0.0 | -2 | 7
CC1CCCC(C)N1C(=O)COC(=O)c1cccc(N2C(=O)c3ccccc3C2=O)c1 (stereo not given) | -1.7 | 0.2 | -9 | 7
COc1ccc(S(=O)(=O)N2CCN(Cc3ccccc3)CC2)c(Cl)c1Cl | -0.9 | 0.8 | 17 | 0
CN(C)CCNS(=O)(=O)c1ccccc1Br | 2.1 | 0.0 | -8 | -2
CCOc1ccc(/C(O)=C2/C(=O)C(=O)N(Cc3cccnc3)C2c2ccc(O)c(OC)c2)cc1 (stereo not given) | -0.3 | -0.1 | 2 | 2
Cc1[nH]nc2c1C(c1cccc(Cl)c1)C(C#N)=C(N)O2 (stereo not given) | -1.3 | -0.1 | -3 | -3
O=C(O)c1c2c(nc3ccccc13)CCN(S(=O)(=O)c1ccc(Cl)cc1)C2 | 0.4 | 0.3 | 11 | 3
COCCn1c2ccccc2n2c(=O)n(CC(=O)N(C)C3CCCCC3)nc12 | -1.1 | 0.5 | 1 | 16
O=C1N=C(N2CCCCC2)S/C1=C\c1ccco1 | -1.6 | 0.2 | 9 | -16
CC(=O)c1cccc(NC(=O)COc2ccc(Br)cc2Br)c1 | -1.4 | 0.0 | 6 | -30
O=C(Nc1ccc(Cl)cn1)c1cccc(OCc2ccccc2)c1 | 0.2 | 0.0 | 0 | -22
OCCCCNCc1c(F)cccc1Cl | -0.7 | -0.1 | -9 | 4
COCCn1c(SCC(=O)Nc2ncc(C)s2)nc2ccccc2c1=O | -0.5 | 0.3 | 12 | 8
COc1ccc(Cn2c(SCc3cccc([N+](=O)[O-])c3)nc3ccsc3c2=O)cc1 | -1.4 | 0.1 | 1 | -16
COC(=O)C[C@H]1C(C)(C)[C@@H](O)[C@@H]2CC3=C4C=C(OC)O[C@@H](c5ccoc5)[C@]4(C)CCC3[C@@]1(C)C2=O (stereo not given in full) | 1.2 | 0.0 | -22 | 4
Cc1ccccc1OC1CCN(C(=O)CCc2nnc(C3CCCCC3)o2)CC1 | -1.4 | -0.1 | 1 | -58
O=C(O)c1ccc(CSCc2ccc(C(=O)O)o2)o1 | 3.5 | 0.2 | -5 | -9
COc1ccccc1C1SCCN1S(=O)(=O)c1ccc(C)c([N+](=O)[O-])c1 (stereo not given) | 0.0 | 0.0 | -6 | -2
NCCNc1c2c(nc3cc(-c4ccc(Cl)cc4)nn13)CCC2 | 2.5 | 0.2 | 8 | -19

The results go on:
SMILES | GPR151 ag | FBW7 act | MITF inh | TEAD-YAP inh
Cc1cc(NC(=O)COC(=O)c2ccccc2O)no1 | 0.6 | -0.1 | -2 | 3
Cc1cccc(NC(=O)CCS(=O)(=O)c2ccc3c(c2)OCC(=O)N3)c1C | 0.3 | 1.1 | 16 | -5
Cc1cc(NC(=O)CCN2C(=O)C3C4C=CC(C4)C3C2=O)c2ccccc2n1 (stereo not given) | 0.0 | -0.1 | -8 | 3
CN(C)C(=O)N1CCN(c2ccc([N+](=O)[O-])cc2)CC1 | 1.4 | 0.6 | 6 | 5
CC1C(c2ccccc2)OC(c2ccccc2)N1C (stereo not given) | 2.1 | 0.1 | 7 | -1
O=C1NC(CC(=O)N2CCCC(c3[nH]ncc3-c3ccc(F)c(F)c3)C2)c2ccccc21 (stereo not given) | -1.6 | 0.0 | -11 | 0
O=C(CN1CCN(S(=O)(=O)c2ccc(Cl)cc2)CC1)Nc1ccc(F)cc1 | 1.6 | -0.2 | 0 | 7
CC(Oc1ccccc1)C(=O)Nc1ccc2[nH]c(=O)[nH]c2c1 (stereo not given) | 0.3 | -0.1 | -5 | 1
COc1ccc(CCNC(=O)CSc2nc(C)nc3sc(C)c(C)c23)cc1OC | -0.2 | 0.1 | 5 | 1
COc1cc([N+](=O)[O-])ccc1NC(=O)CN1CCC(C(=O)c2ccc(C)cc2)CC1 | 0.2 | -0.1 | 7 | -2
Cc1cccc(-c2noc(CCC(=O)Nc3cccnc3)n2)c1 | -2.9 | 1.1 | 12 | 6
Cc1nc2c(C)cccn2c1C(=O)c1ccccc1 | -0.7 | 0.7 | 2 | -9
CN1C(=O)[C@H]2CN(C(=O)Oc3cccc4ccccc34)CCN2C(=O)[C@@H]1CO | 0.2 | 0.0 | 5 | 11
Cc1nc(C)n(-c2ccc(Nc3cc(-c4[nH]ncc4-c4ccccc4)ccn3)cc2)n1 | 0.3 | 0.0 | 4 | -1
COc1ccc(C(=O)N/N=C/c2ccccc2OC)cc1 | -1.0 | 0.4 | 12 | -5
O=C1NC(=O)N(c2ccc(Br)cc2)C(=O)/C1=C/c1ccccc1 | 0.1 | 0.0 | 11 | 18
Cc1ccc(-c2n[nH]c(=O)c3ccccc23)cc1S(=O)(=O)N1CCCC1 | 0.2 | 0.8 | 15 | 3
N#CC1=C(N)Oc2n[nH]c(-c3ccccc3)c2C1c1ccccc1I (stereo not given) | -0.3 | -0.1 | -5 | -1
COc1ccc(CC(=O)Nc2nnc(SCC(=O)Nc3ccc(F)cc3)s2)cc1 | -1.5 | 0.6 | -9 | 1
CC(=O)N/N=C\c1cc(C)cc(/C=N\NC(C)=O)c1O | 0.5 | -1.0 | 41 | 3
CCC(=O)Nc1nnc(-c2ccccc2)s1 | -0.7 | -0.1 | -3 | -44
COc1ccc(NC(=O)/C(=C/c2cccc([N+](=O)[O-])c2)NC(=O)c2ccc(F)cc2Cl)cc1 | -1.9 | 0.2 | 21 | 4
CC(=O)Nc1n[nH]c(-c2ccc(C)cc2)c1C | 0.0 | 0.2 | 10 | -4
CC1(C)CC(=O)c2c(oc3c(Cl)cc(NS(=O)(=O)c4ccc5ccccc5c4)cc23)C1 | 10* | 1.8 | 19 | 0
Cc1ccc(C(=O)c2nccn2C)cc1C | -1.2 | 0.0 | 12 | -26
CCN1CCN(CCCNC(=O)CCCn2c(=S)[nH]c3cc4c(cc3c2=O)OCO4)CC1 | -0.6 | 0.0 | -1 | -11
O=C1N[C@H](Cc2ccccc2)C(=O)N2CCN(Cc3ccc(Cl)cc3)C[C@H]12 | 0.4 | -0.1 | -8 | 4
COc1ccc(Nc2nccn3c(-c4cccc5ccccc45)cnc23)cn1 | 0.0 | 0.3 | 5 | 13
N[C@H](Cc1ccc(F)cc1)c1nc2ccc(-c3cn[nH]c3)cc2c(=O)[nH]1 | 0.8 | -0.1 | 28 | 81*
CC(C)=NNC(=O)CNC(=O)c1ccccc1Br | 0.3 | 0.7 | 8 | -5
